MBD2 DNA inh: inhibitors of MBD2 binding to methylated DNA, primary screen, biochemical, TR-FRET, DNA-binding domain, human; MBD2 binding to methylated oligonucleotide; inhibition, % at 4.4 µM; 370,000 tested, 0.31% active; AID 686964, 2013; in the data active = inhibition above about 13%
SIAE inh: human SIAE inhibitors, primary screen, biochemical, fluorescence polarization, FP-Rh probe, 1536-well HTS. AID 1053197, 2014. SIAE FP-Rh probe binding. 370,000 tested, 0.69% active. inhibition, % at 9.66 µM;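 active = inhibition above a cutoff: mean of compounds within the control limits plus 3 SD of those, cut at about 17% in these data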;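 note: 0% = plate median of compound wells and 100% = probe without SIAE protein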
TCR CD3 inh: inhibitors of human TCR-CD3 interaction, primary screen, biochemical, fluorescence, TAMRA-labeled TCR probe; T-cell receptor (TCR); inhibition, % at 9.4 µM; 360,000 tested, 0.37% active; in the data active = inhibition above about 19%;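 note: recombinant mutant TCR 2C K166C tagged with TAMRA read by polarization; 0% = receptor in buffer alone and 100% = receptor with positive control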
ABHD4 inh: ABHD4 inhibitors, primary screen, biochemical, fluorescence polarization, mouse. (Lyso)-N-acylphosphatidylethanolamine lipase (Mus musculus), Q8VD66. purified mABHD4, FP-Rh probe fluorescence polarization. inhibition, % at 8.92 µM. 370,000 tested, 0.54% active;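 active = inhibition exceeding the mean over every tested compound plus 3 SD, cut at about 30% in these data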;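 note: 0% = plate median of compound wells and 100% = S159A mutant with DMSO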
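Assay system: wild-type mouse ABHD4 protein; compound: single nominal dose of 8.92 µM, 0.89% DMSO final; schedule: 45 min + 60 min at 25 °C; measured by: FP readout, ex 525 nm / em 598 nm; evaluation: % inhibition of FP-Rh probe binding versus controls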
rCAG RNA binder: binders of r(CAG) RNA repeats, primary screen, biochemical, fluorescence. AID 651821, 2012. r(CAG) RNA repeat, TO-PRO-1 dye displacement fluorescence. 370,000 tested, 1.3% active. inhibition, % at 3 µM;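 active = inhibition above the plate cutoff, the mean of all test compounds on that plate plus 3 SD, cut at about 35% in these data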;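 note: 0% = DMSO alone and 100% = 100 µM mitoxantrone as full dye displacement; higher means more dye released from RNA so lower well fluorescence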
PRMT1 FP inh: PRMT1 methyltransferase inhibitors, primary screen, biochemical, fluorescence polarization | Protein arginine N-methyltransferase 1 (Homo sapiens), Q99873 | recombinant PRMT1, activity-based probe fluorescence polarization | inhibition, % at 2.79 µM | 370,000 tested, 1.3% active | AID 652257, 2013;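 active = inhibition above about 21% made by adding two undisclosed values, limit read from the data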
NPR1 activator: GC-A stimulated cGMP production enhancers – HEK293 GC-A cells, cGMP TR-FRET, EC30 ANP, primary screen; Atrial natriuretic peptide receptor 1 (Homo sapiens), P16066; 0% at EC30 ANP, 100% saturating ANP; activation, % at 10 µM; 370,000 tested, 0.14% active; AID 1671463, 2021; in the data active = activation above about 40%
HTRA1 inh: HTRA1 serine protease inhibitors, primary screen, biochemical, fluorescence polarization, HTS | recombinant HTRA1, FP-rhodamine activity-based probe | AID 504803, 2011 | 340,000 tested, 0.5% active | inhibition, % at 5.96 µM | Q92743; in the data active = inhibition above about 36%;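 note: 0% = enzyme with DMSO and 100% = wells lacking enzyme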
UHRF1 MBD2 ctr: UHRF1 methylated DNA binding inhibitors, primary screen, counter-screen for MBD2 inhibitor project, biochemical, TR-FRET, human UHRF1, single concentration; AID 687016, 2013; UHRF1 binding to methylated oligo; 370,000 tested, 0.75% active; inhibition, % at 4.4 µM; E3 ubiquitin-protein ligase UHRF1 (Homo sapiens), Q96T88; in the data active = inhibition above about 21%;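 note: UHRF1 SRA domain binding a hemimethylated CpG hairpin DNA probe; 0% = median of test compound wells and 100% = reference inhibitor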
NPR2 activator: human GC-B receptor activators, primary screen, HEK293 GC-B cells, cGMP TR-FRET, EC30 CNP | activation, % at 10 µM | Atrial natriuretic peptide receptor 2 (Homo sapiens), P20594 | 370,000 tested, 0.11% active | 0% at EC30 CNP, 100% saturating CNP;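 active = activation at 10 µM reaching about 35% in either raw or pattern-adjusted values, limit read from the data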
Target sequence (P20594 whole entry, looked up): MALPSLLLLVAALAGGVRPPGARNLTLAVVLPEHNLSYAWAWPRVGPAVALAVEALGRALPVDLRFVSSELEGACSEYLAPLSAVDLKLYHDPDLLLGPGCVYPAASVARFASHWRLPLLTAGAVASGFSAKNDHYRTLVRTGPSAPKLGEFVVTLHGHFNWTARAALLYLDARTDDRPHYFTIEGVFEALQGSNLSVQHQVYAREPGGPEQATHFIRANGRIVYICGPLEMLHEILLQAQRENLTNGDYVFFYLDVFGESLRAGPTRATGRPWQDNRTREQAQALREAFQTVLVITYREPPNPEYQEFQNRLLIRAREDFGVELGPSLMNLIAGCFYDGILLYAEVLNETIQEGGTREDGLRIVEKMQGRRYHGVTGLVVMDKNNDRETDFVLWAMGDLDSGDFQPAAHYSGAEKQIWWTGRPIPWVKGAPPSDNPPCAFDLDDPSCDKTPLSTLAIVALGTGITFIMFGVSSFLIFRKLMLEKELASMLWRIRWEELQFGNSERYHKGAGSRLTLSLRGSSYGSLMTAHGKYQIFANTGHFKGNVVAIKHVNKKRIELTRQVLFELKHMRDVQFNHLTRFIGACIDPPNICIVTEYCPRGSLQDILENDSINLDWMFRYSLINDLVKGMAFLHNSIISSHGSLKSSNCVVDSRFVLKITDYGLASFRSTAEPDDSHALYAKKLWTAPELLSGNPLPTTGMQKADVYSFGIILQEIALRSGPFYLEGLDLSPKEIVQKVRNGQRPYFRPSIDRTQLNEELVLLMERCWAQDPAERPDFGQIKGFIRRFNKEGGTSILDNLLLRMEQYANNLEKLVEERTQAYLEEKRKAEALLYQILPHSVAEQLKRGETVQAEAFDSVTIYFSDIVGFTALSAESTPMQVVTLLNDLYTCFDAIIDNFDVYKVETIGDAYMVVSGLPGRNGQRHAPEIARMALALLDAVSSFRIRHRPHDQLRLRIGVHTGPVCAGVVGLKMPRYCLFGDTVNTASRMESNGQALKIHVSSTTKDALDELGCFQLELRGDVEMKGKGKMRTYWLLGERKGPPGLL
The depositor's hits bear a star; x = not tested or not shown.

Start of the data: the first 3 records, ahead of the listing:
SMILES	MBD2 DNA inh	SIAE inh	TCR CD3 inh	ABHD4 inh	rCAG RNA binder	PRMT1 FP inh	NPR1 activator	HTRA1 inh	UHRF1 MBD2 ctr	NPR2 activator
Cc1nc(Nc2ccccc2O)c2oc3ccccc3c2n1	-4	2	-2	0	-1	-3	-3	0	1	-6
O=C(COC(=O)c1cnccn1)c1ccccc1	7	1	-5	-1	2	5	1	-3	2	5
COc1ccccc1NS(=O)(=O)c1cccc(C(=O)N/N=C(/C)c2ccc(-n3ccnc3)cc2)c1	1	7	12	-6	7	0	-2	-5	1	-3

The whole of this part, previewed entries included:
SMILES	MBD2 DNA inh	SIAE inh	TCR CD3 inh	ABHD4 inh	rCAG RNA binder	PRMT1 FP inh	NPR1 activator	HTRA1 inh	UHRF1 MBD2 ctr	NPR2 activator
Cc1nc(Nc2ccccc2O)c2oc3ccccc3c2n1	-4	2	-2	0	-1	-3	-3	0	1	-6
O=C(COC(=O)c1cnccn1)c1ccccc1	7	1	-5	-1	2	5	1	-3	2	5
COc1ccccc1NS(=O)(=O)c1cccc(C(=O)N/N=C(/C)c2ccc(-n3ccnc3)cc2)c1	1	7	12	-6	7	0	-2	-5	1	-3
O=C(O)COCCN1CCN([C@H](c2ccccc2)c2ccc(Cl)cc2)CC1	6	3	-5	9	6	0	-14	3	-1	-12
COCCN1CCn2c(nc3cc(Nc4nnc(C)c5ccccc45)ccc32)C1	-4	6	3	2	-2	-1	-1	20	-2	4
CCOC(=O)c1c(C)n(-c2ccc(C)cc2)c2ccc(OCC(O)CN3CCN(C)CC3)cc12 (stereo unspecified)	1	-6	2	10	-5	3	8	-42	1	-4
COc1ccc(C(=O)Nc2cccc(-c3ccc(N4CCOCC4)nn3)c2)cc1OC	4	-16	-3	-11	5	5	4	-5	4	6
Cc1ccc(-c2nc(-c3ccccn3)no2)cc1	-3	-2	-4	-7	1	0	-1	1	0	-1
COC(=O)C1CN(Cc2ccc(OC)cc2)CCS(=O)(=O)N1Cc1cn(Cc2ccc(OC)cc2)nn1 (stereo unspecified)	-1	-3	x	3	-1	2	1	x	-4	5
CCOC(=O)C1CCCCN1Cc1cc(Cl)ccc1O (stereo unspecified)	6	3	3	5	-7	-1	-3	-1	1	-6
Cc1c(Cl)cccc1-c1ccc(C(=O)N2CCN(c3ccc([N+](=O)[O-])cc3)CC2)o1	-6	1	1	1	3	5	6	-1	-1	-12
CC(OC(=O)c1ccc(NC(=O)CC#N)cc1)C(=O)NC(c1ccccc1)c1ccccc1 (stereo unspecified)	-3	-51	29*	-56	25	-4	-12	-77	-4	-13
CCOc1cc(/C=N/Nc2nc(=O)[nH]nc2C)ccc1O	-5	0	6	3	1	-4	-5	8	-3	-7
CCC(=O)c1ccc(OCC(=O)OCC(=O)Nc2c(C)n(C)n(-c3ccccc3)c2=O)cc1	-2	0	4	3	-6	1	-2	-1	3	1
CN(C)C(/C=C/Nc1ccc([N+](=O)[O-])cc1)=C(C#N)C#N	2	-3	-1	3	-1	2	16	-3	1	-2
COc1cccc(CN2CC(C(=O)NCC3CCOCC3)CCC2=O)c1 (stereo unspecified)	-3	4	5	-2	0	-2	4	-1	-1	-5
C=CCn1c(-c2c(C)nc3cc(C)ccn23)n[nH]c1=S	3	-2	6	-1	2	2	-3	4	1	3
O=C(NCC(=O)N(c1ccccc1F)C(C(=O)NC1CCCC1)c1ccncc1)c1ccco1 (stereo unspecified)	0	-1	-3	3	-4	7	4	-1	2	1
Cc1ccc(C(C(=O)NC2CCCC2)N(Cc2ccco2)C(=O)CCC(=O)Nc2cc(C)on2)cc1 (stereo unspecified)	1	5	1	-8	-3	2	-7	-12	5	0
CCCC(=O)Nc1nc(-c2ccc(Cl)s2)cs1	3	-7	-7	-6	1	5	55*	-16	3	1
OCCCn1c(C2CCCN2c2nc(-c3ccc(F)cc3)cs2)nc2cc(Cl)c(N3CCCCC3)cc21 (stereo unspecified)	3	1	-6	-4	9	2	-2	-7	2	-2
Cc1cc(N2CCN(C)CC2)nc(-c2ccccc2O)n1	-1	-2	-1	-7	1	-6	-3	-5	-3	-1
Cc1cc(Br)c2nc(-c3ccc(F)cc3)c(Cc3cccc(Cl)c3)n2c1	-5	-3	1	-13	9	0	-6	x	8	-1
Cc1ccc(CC2CC(=O)N(CCc3ccccc3)C2=O)cc1 (stereo unspecified)	3	-6	3	3	-8	2	0	4	1	0
CC(=O)Nc1ccc(C(=O)CN2C(=O)NC3(CCCc4ccccc43)C2=O)c(F)c1 (stereo unspecified)	-4	-3	1	-6	3	-5	4	2	0	4
Cc1cc(C)n(CCC(=O)Nc2cccc(F)c2)n1	-1	-3	-1	1	-3	3	-5	-3	-1	3
COc1cc2cnc(CCCC#N)cc2cc1OC	0	-5	-6	-3	3	1	4	0	12	2
COc1ccc(N(Cc2cc3ccccc3[nH]c2=O)S(=O)(=O)c2ccc(OC)cc2)cc1	-6	0	11	-5	5	-4	-4	-10	-2	-1
CC(C)=NNC1=NC(C)(C)Cc2ccccc21	2	6	-1	-2	-1	-4	0	8	11	0
O=C(CNC(=S)N(Cc1ccc(F)cc1)C1CCCCC1)NCC1CCCO1 (stereo unspecified)	0	12	4	-7	1	-3	1	5	-2	8
COc1ccc(C(=O)Nc2cccc(C(C)=O)c2)c(OC)c1OC	-3	7	6	0	-2	1	1	-2	1	-2
Cc1cc(-c2nnc(SCC(=O)Nc3cccc(F)c3)n2N)n[nH]1	-2	-6	3	2	0	-2	1	-8	-1	-1
COC(=O)c1cc(NC(=O)/C=C/c2ccc3c(c2)OCO3)cc(C(=O)OC)c1	8	-28	0	-20	7	5	2	-7	4	6
Cc1cc(C(=O)CN2C(=O)NC(CCS(C)(=O)=O)C2=O)c(C)n1C1CC1 (stereo unspecified)	-1	-2	0	-2	3	-1	-2	1	-1	-4
Cc1cc(NC(=O)c2cccc([N+](=O)[O-])c2)n(-c2ccccc2)n1	3	6	-4	2	0	-4	-1	-1	-4	-1
COCCN(C(=O)c1cc(Cl)nc2ccccc12)c1c(N)n(Cc2ccccc2)c(=O)[nH]c1=O	-4	3	-3	2	1	-2	-2	-7	0	0
CC(c1ccccc1)n1c(Br)nc2c1c(=O)[nH]c(=O)n2C (stereo unspecified)	6	-4	-2	4	-3	3	5	-6	-3	9
Cc1cccc(C)c1NC(=O)C(C)Sc1n[nH]c(-c2ccncc2)n1 (stereo unspecified)	1	5	-3	0	0	7	2	1	0	1
COc1cccc(N(C(=O)Cn2nnc3ccccc32)C(C(=O)NCc2ccco2)c2cccnc2)c1 (stereo unspecified)	-8	2	2	-5	0	-4	-7	1	0	0
CCOc1ccccc1N(CC(=O)Nc1cccnc1)S(C)(=O)=O	-4	4	6	1	-1	0	-1	1	2	5
C=CCn1c(SCC(=O)NC)nc2sc3c(c2c1=O)CCC3	-2	2	5	-5	0	-2	-4	-6	-2	-2
Cc1ccccc1OCC(=O)Nc1ccc2c(c1)n(C)c(=O)n2C	1	-2	1	-2	-3	5	-2	3	3	0
Cc1ccc(CN2CCN(/N=C/c3ccc(C(F)(F)F)cc3)CC2)cc1	-2	-10	6	-4	2	-5	4	-3	2	1
Cc1ccc(S(=O)(=O)/N=C(\c2ccc(F)cc2)n2c(C)nc3ccccc32)cc1	1	-1	-4	-2	0	1	-4	-1	0	2
Cc1cc(C(c2ccc(C)o2)c2ccc(C)o2)c(O)c([N+](=O)[O-])c1	-9	15	-2	44*	54*	21	-7	15	1	-2
O=C(NNS(=O)(=O)c1ccccc1)C1CCN(S(=O)(=O)c2ccc(Cl)cc2)CC1	-8	4	4	-2	4	-3	-5	-1	-2	-5
CC(C)c1ccc(C(=O)N2CCCCC2c2cc(C(=O)NCc3cccnc3)no2)cc1 (stereo unspecified)	-9	4	2	-2	-2	-2	1	x	0	3
O=C(O)CCCNc1c(C(=O)Nc2ccc(Cl)cc2)cc([N+](=O)[O-])cc1[N+](=O)[O-]	-8	-3	6	-2	26	1	-1	-4	0	1
CCCC[C@@H]1CNC(=S)N1CCCc1cc(OC)c(OC)c(OC)c1	1	2	-5	-2	-9	0	0	-8	2	-1
COC(=O)c1ccc(NC(=O)Cc2ccccc2)cc1	-3	0	6	-4	3	3	2	8	2	2
O=C(CSc1nc(C(F)(F)F)cc(=O)[nH]1)N1CCOCC1	-4	8	14	0	1	0	-2	0	0	4
Cc1cccc(N2CCN(C(=O)CSc3nc4ccccc4nc3N3CC(C)OC(C)C3)CC2)c1C (stereo unspecified)	2	-9	-6	5	5	0	3	2	-1	3
Cc1cccc(N2CCN(C(=S)c3ccc(-c4ccccc4[N+](=O)[O-])o3)CC2)c1	-1	5	-8	7	7	5	0	-1	-2	-6
O=C(Nc1ccccc1C(=O)Nc1ccccn1)c1cccc([N+](=O)[O-])c1	-7	11	-1	-2	5	-3	-4	-9	-1	-1
CCOC(=O)CSc1nnc2c3ccccc3n(CC)c2n1	5	1	-7	11	-6	4	7	0	-1	-2
COc1cccc(OC)c1C(=O)NC(=O)NNc1cc(C(F)(F)F)cc(C)n1	8	-2	-8	-17	-6	6	4	-8	4	-3
Cn1c(=O)c2c(nc(SCc3ccccc3F)n2C)n(C)c1=O	6	-3	5	1	-3	-1	4	6	2	-1
COc1cc(C2=NOC(C(=O)NCc3ccccn3)C2)cc(OC)c1OC (stereo unspecified)	2	1	1	11	-6	0	-1	7	3	5
CCC(=O)Nc1ccccc1Oc1ccccc1	2	5	4	3	-3	1	5	1	1	5
O=C(NCc1ccccc1)C(c1ccccc1)n1c(=O)c(-c2cc3ccccc3[nH]2)nc2ccccc21 (stereo unspecified)	0	-44	-7	-44	12	-1	-3	x	-2	-3

More entries follow.
SMILES	MBD2 DNA inh	SIAE inh	TCR CD3 inh	ABHD4 inh	rCAG RNA binder	PRMT1 FP inh	NPR1 activator	HTRA1 inh	UHRF1 MBD2 ctr	NPR2 activator
C=CCN(C(=O)c1csnn1)C(C(=O)NC1CCCC1)c1ccc(OC)cc1 (stereo unspecified)	-3	2	7	2	1	-4	-8	-1	-1	0
Cc1nc(N)sc1C(=O)N/N=C/c1cccnc1	1	2	-7	3	-1	1	-2	7	-1	-4
Cc1ccc(C(=O)COC(=O)CN2C(=O)C3C4C=CC(C4)C3C2=O)cc1C (stereo unspecified)	2	-7	7	1	-4	-3	5	0	0	2
CCOc1cc(/C=N/O)ccc1OCc1ccc([N+](=O)[O-])cc1	0	5	4	-6	1	-4	5	-1	2	-5
CCc1nc2ccc(C(=O)Nc3cccc(OCC(=O)N(C)C)c3)cn2c1N(CCC(C)C)CCN(C)C	-1	8	-2	4	-1	-3	4	x	0	3
COc1ccccc1NC(=O)CCC(=O)N(Cc1ccc(OC)c(OC)c1)c1nccs1	-6	3	8	5	-6	-7	-4	-8	3	0

Source: PubChem

The list is partial, so the mix of outcomes need not match the whole.
